Bioassay records from PubChem BioAssay.
ARNT TACC3 PPI = disruptors of ARNT/TACC3 protein interaction, primary screen, biochemical, AlphaScreen, single concentration. AlphaScreen His-ARNT PAS-B/GST-TACC3 binding, luminescence; TACC3 fragment carries E629A point mutation. hit rate 0.66% among 390,000. AID 623870, 2012. inhibition, % at 9.99 µM;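 active means mean inhibition of replicates at least 50% and at least half of replicates each reaching 50%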;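 further: 0% = complete ARNT plus TACC3 wells and 100% = ARNT alone without TACC3; many hits fall short of the cut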
Starred values were filed as active, the others as inactive. A portion of the library (hit frequency here may not be typical).

Screening COc1ccc(NC(=O)CSc2ccc(NC(C)=O)cc2)cc1S(=O)(=O)N1CCCCC1 returned ARNT TACC3 PPI -4.
`CC(C)NC(=O)c1nn(C)c2ccccc12` gave ARNT TACC3 PPI 19.
Screening CC(C)CNC(=O)COC(=O)/C=C/c1ccco1 returned ARNT TACC3 PPI -8.
Screening CCCOc1ccc(CNC(=S)NCc2ccc(OC(C)C)cc2)cc1 returned ARNT TACC3 PPI -5.
For O=C(OCc1nc2scc(-c3ccccc3)c2c(=O)[nH]1)c1cc(Cl)ccc1[N+](=O)[O-] the results were ARNT TACC3 PPI -3.
N#CCCn1cc(C(=O)Nc2ccccc2Br)c(-c2cc3ccccc3o2)n1 was read as ARNT TACC3 PPI -8.
`CC(=O)Nc1ccc(N2CCN(C(=O)c3cccs3)CC2)cc1` gave ARNT TACC3 PPI -3.
For C=C(C(=O)c1ccccc1)C(CC(=O)c1ccccc1)c1ccccc1 (stereo not drawn) the results were ARNT TACC3 PPI -7.
Screening COC(=O)c1c(NC(=O)CSc2ncnc3c2cnn3-c2ccccc2Cl)sc2c1CCCC2 returned ARNT TACC3 PPI -7.
For COc1ccc(/C=N/Nc2ncnc3sc(C)c(C)c23)cc1 the results were ARNT TACC3 PPI 24.
Cn1nc(C(C)(C)C)c([N+](=O)[O-])c1C(=O)Nc1ccccc1 was read as ARNT TACC3 PPI -1.
COc1nc(Cl)cn(-c2ccc(C)cc2)c1=O was read as ARNT TACC3 PPI -11.
`CCOc1ccc2nc(SCc3cccc(C)c3)nc(C)c2c1` gave ARNT TACC3 PPI 0.
For COc1cc(/C=N/NC(=O)c2ccc(COc3ccccc3Cl)o2)cc(Br)c1O the results were ARNT TACC3 PPI -10.
`CCc1nnc(NS(=O)(=O)c2ccc(NC(=S)NC(=O)c3ccccc3)cc2)s1` gave ARNT TACC3 PPI -5.
Cc1ccc(NC(=O)Nc2cccc(Cl)c2)c(C(=O)O)c1 was read as ARNT TACC3 PPI -6.
`CN(C)S(=O)(=O)c1ccc(Cl)c(NC(=O)COC(=O)C2CSC3(C)CCC(=O)N23)c1` (stereo not drawn) gave ARNT TACC3 PPI -8.
For CCOC(=O)C1CCN(Cc2ccc(F)c(F)c2)CC1 the results were ARNT TACC3 PPI -4.
CCOc1ccc2nc(NC(=O)CSc3ccc(Cl)cc3)sc2c1 was read as ARNT TACC3 PPI -4.
C/C(=N\NC(N)=S)C12CC3CC(CC(C3)C1)C2 was read as ARNT TACC3 PPI 6.
Screening Cc1ccc(NC(=O)Nc2ccc(Cl)cc2)c(Br)c1 returned ARNT TACC3 PPI -7.
CCN(CC)S(=O)(=O)c1ccc(C(=O)OCC(=O)Nc2sc3c(c2C#N)CCCCC3)cc1 was read as ARNT TACC3 PPI 0.
Screening O=C(CNC(=O)c1ccccc1F)N/N=C/c1cc(Br)ccc1OC(=O)/C=C/c1ccco1 returned ARNT TACC3 PPI 0.
CC(c1ccccc1)N1C(=O)NC(NC(=O)C(C)(C)C)(C(F)(F)F)C1=O (stereo not drawn) was read as ARNT TACC3 PPI 0.
For Cc1ccc(S(=O)(=O)N2CCN=C2SCc2ccc(Cl)c(Cl)c2)cc1 the results were ARNT TACC3 PPI -7.
For O=C(COC(=O)/C=C/c1cccs1)Nc1ccc2ccccc2c1 the results were ARNT TACC3 PPI -5.
Cn1c(=O)n(C)c2cc(/C=N/n3cnnc3)ccc21 was read as ARNT TACC3 PPI 5.
`Cn1c(Cc2cccc3ccccc23)nnc1SCc1ccc([N+](=O)[O-])cc1` gave ARNT TACC3 PPI -8.
`COC(=O)c1c(NC(=O)/C=C/C(=O)O)sc(C)c1-c1ccc(C)c(C)c1` gave ARNT TACC3 PPI 2.
Screening COc1cccc(-c2ccc(C#N)c(SCC(=O)NCCc3cccc(Cl)c3)n2)c1 returned ARNT TACC3 PPI 4.
`CCC(C)NC(=O)c1c(C)cc(=O)oc1C` (stereo not drawn) gave ARNT TACC3 PPI -6.
Screening CCOC(=O)NC(=O)CSc1nc(-c2ccc(C)c(C)c2)cn1-c1ccccc1 returned ARNT TACC3 PPI 2.
Screening COc1ccc(CNC(=O)C2CCCN(c3ncnc4c3nc3n4CCCCC3)C2)cc1 (stereo not drawn) returned ARNT TACC3 PPI -9.
Screening COc1ccc(-c2c3c(cc(C)[n+]2[O-])oc2ccc(OC)cc23)cc1 returned ARNT TACC3 PPI 3.
Screening CCN(CC)S(=O)(=O)c1cccc(N=NC2=C(O)CCCC2=O)c1 returned ARNT TACC3 PPI 1.
`CCn1c(/C(C#N)=C(\O)CCc2ccccc2)nc2ccccc21` gave ARNT TACC3 PPI -7.
Screening Cc1ccc(NC(=O)CSc2nnc(-c3cnccn3)n2-c2ccccc2)cc1 returned ARNT TACC3 PPI -4.
For O=[N+]([O-])c1cc2c(cc1/C=N/Nc1nc(N3CCCC3)nc(N3CCCC3)n1)OCO2 the results were ARNT TACC3 PPI 0.
Cc1nc(N2CCOCC2)nc(N2CCCCC2)c1[N+](=O)[O-] was read as ARNT TACC3 PPI 21.
For COCCn1c(SCC(=O)c2c[nH]c3ccccc23)nnc1-c1ccncc1 the results were ARNT TACC3 PPI -3.
Screening CCCCc1nc2ccccc2n1CC(=O)NN returned ARNT TACC3 PPI -1.
For O=C1CC(c2ccccc2)Cc2nc(N3CCc4ccccc4C3)ncc21 (stereo not drawn) the results were ARNT TACC3 PPI 0.
For Fc1ccc(Nc2ncnc3sc4c(c23)CCC4)cc1F the results were ARNT TACC3 PPI -33.
For CN(C)CC(CCC(CN(C)C)C(=O)c1ccccc1)C(=O)c1ccccc1 (stereo not drawn) the results were ARNT TACC3 PPI 0.
For COc1cccc(/C=C/C(=O)OCC(=O)NCC2CCCO2)c1OC (stereo not drawn) the results were ARNT TACC3 PPI -3.
`CCOC(=O)C(NC(C)=O)(Nc1ccc(S(N)(=O)=O)cc1)C(F)(F)F` (stereo not drawn) gave ARNT TACC3 PPI -8.
`Cc1nn(Cc2cccc(C(=O)N3CCCC(C)C3)c2)c(C)c1[N+](=O)[O-]` (stereo not drawn) gave ARNT TACC3 PPI -10.
Screening O=C(Nc1nnc(SCC(=O)N2CCCc3ccccc32)s1)c1ccc2ccccc2c1 returned ARNT TACC3 PPI 2.
For Cc1ccc(/C=C/C(=O)N2CCN(c3ncccn3)CC2)o1 the results were ARNT TACC3 PPI 1.
Screening COc1ccc(COCC(O)CN2CCC(CN3C(=O)c4cccc5cccc(c45)C3=O)CC2)cc1OC (stereo not drawn) returned ARNT TACC3 PPI 0.
Cc1cnn(CCC(=O)NNC(=S)Nc2ccccc2)c1 was read as ARNT TACC3 PPI -1.
`CCOc1cc(CNCc2ccccn2)ccc1OCC(=O)NC(C)(C)C` gave ARNT TACC3 PPI 36.
For O=C(Nc1cccs1)Nc1ccc(F)cc1F the results were ARNT TACC3 PPI -18.
For COc1ccc(CNC(=O)c2noc(C(C)C)c2[N+](=O)[O-])cc1 the results were ARNT TACC3 PPI -10.
c1ccc(CSc2ccc(-c3ccco3)nn2)cc1 was read as ARNT TACC3 PPI -5.
Screening COC(=O)c1cc(C(=O)OC)cc(N2C(=O)CC(NNC(=O)c3ccccc3Cl)C2=O)c1 (stereo not drawn) returned ARNT TACC3 PPI 4.
`Cc1cc(=O)n2c(nc3ccccc32)[nH]1` gave ARNT TACC3 PPI -4.
`Cc1cccc(Cn2cccc2/C=C2/C(=N)N3C=CSC3=NC2=O)c1` gave ARNT TACC3 PPI 11.
`Cc1ccc2[nH]c(=O)c(CN(CC3CCCO3)S(=O)(=O)c3c(C)ccc4nsnc34)cc2c1` (stereo not drawn) gave ARNT TACC3 PPI 2.
`CC1CCCCN1C/C=C/c1ccccc1[N+](=O)[O-]` (stereo not drawn) gave ARNT TACC3 PPI -4.
For C=CCN1C(=NC(=O)CCC)SC2CS(=O)(=O)CC21 (stereo not drawn) the results were ARNT TACC3 PPI -2.
`CC12CN3CC(C)(CN(C1)C3c1c[nH]c3ccccc13)C2=O` (stereo not drawn) gave ARNT TACC3 PPI -2.
COc1ccccc1N1CCN(C(c2cccs2)C(C)NC(=O)c2cccs2)CC1 (stereo not drawn) was read as ARNT TACC3 PPI 7.
CCOc1ccccc1NC1=C(Cl)C(=O)N(c2ccccc2)C1=O was read as ARNT TACC3 PPI 4.
For O=C(O)c1ccc(-c2nc(-c3ccc(Cl)c(Cl)c3)cs2)cc1 the results were ARNT TACC3 PPI 1.
CC(C)c1ccc(/C=N/NC(=O)c2nnn(-c3nonc3N)c2CSC2=NCCS2)cc1 was read as ARNT TACC3 PPI 6.
For O=C(CN(c1cccc([N+](=O)[O-])c1)S(=O)(=O)c1ccccc1)N(Cc1ccccc1)Cc1ccccc1 the results were ARNT TACC3 PPI -7.
CC(C)c1ccccc1NC(=O)COc1ccc(C(=O)NCCc2ccccc2)cc1 was read as ARNT TACC3 PPI -5.
`CCCC(C(=O)O)N1C(=O)/C(=C2\C(=O)N(C)c3ccccc32)SC1=S` (stereo not drawn) gave ARNT TACC3 PPI 3.
`Cc1c(NC(=O)c2cccnc2C(=O)O)cccc1C(=O)O` gave ARNT TACC3 PPI 34*.
`CC(/C=N/Nc1ncc(C)c(=O)[nH]1)=C\c1ccccc1` gave ARNT TACC3 PPI 9.
Screening CC(C)NC(=O)NC(=O)CSc1ccccc1F returned ARNT TACC3 PPI -34.
For Cn1cc([N+](=O)[O-])c(C(=O)N(Cc2ccccc2)Cc2ccccc2)n1 the results were ARNT TACC3 PPI 3.
For CCOC(=O)N1CCN(C(=O)CSCC(=O)Nc2nc(-c3ccccc3)cs2)CC1 the results were ARNT TACC3 PPI 0.
`CCN(CC)C(=O)CSc1nc2cc3c(cc2c(=O)n1Cc1ccc2c(c1)OCO2)OCO3` gave ARNT TACC3 PPI -3.
CCN(CC)S(=O)(=O)c1cccc(C(=O)N/N=C/c2c(C)nn(-c3ccccc3)c2Cl)c1 was read as ARNT TACC3 PPI -9.
For Cc1ccc(C(=O)NCc2ccco2)cc1Br the results were ARNT TACC3 PPI -2.
Cc1cc(=O)oc2cc(OC(=O)CCCCCN3C(=O)c4ccccc4C3=O)ccc12 was read as ARNT TACC3 PPI -3.
`Cc1ccc(C(=O)Nc2ccccc2C(=O)N2CCCC2)cc1[N+](=O)[O-]` gave ARNT TACC3 PPI 0.
Fc1ccc(CNCc2ccc(Br)cc2)cc1 was read as ARNT TACC3 PPI -1.
`Cn1cnc(C(F)(F)F)c1-c1ccc([N+](=O)[O-])cc1` gave ARNT TACC3 PPI -6.
`CCOC(=O)CSc1nnc(Cc2ccc(OC)cc2)n1-c1ccccc1` gave ARNT TACC3 PPI 3.
For Cc1cc(NC(=O)/C=C/c2ccccc2Cl)no1 the results were ARNT TACC3 PPI -2.
`CC(=O)OCC1OC(Nc2cccc(C)c2)C(OC(C)=O)C(OC(C)=O)C1OC(C)=O` (stereo not drawn) gave ARNT TACC3 PPI -8.
CC(C)n1c(SCC(=O)Nc2ccccc2N2CCCCC2)nc2c1c(=O)n(C)c(=O)n2C was read as ARNT TACC3 PPI -1.
`Cc1nc2c(C(=O)NCc3ccccc3)c[nH]n2c(=O)c1Cl` gave ARNT TACC3 PPI -6.
`S=c1[nH]cc(-c2ccccc2)n1-c1ccccc1Cl` gave ARNT TACC3 PPI -4.
Cc1cc(Br)c2nc3c(c(C(=O)O)c2c1)CCCCC3 was read as ARNT TACC3 PPI 22.
CS(=O)(=O)N1N=C(c2ccccc2)CC1c1ccc2c(c1)OCO2 (stereo not drawn) was read as ARNT TACC3 PPI 2.
CCc1nnc(NC(=O)CSc2nc3c(C)cccc3[nH]2)s1 was read as ARNT TACC3 PPI 8.

Already shown: an excerpt of the list.
`Cc1ccc(C(=O)Nc2ccccc2C(=O)N2CCCC2)cc1[N+](=O)[O-]` gave ARNT TACC3 PPI 0.
Fc1ccc(CNCc2ccc(Br)cc2)cc1 was read as ARNT TACC3 PPI -1.
`Cn1cnc(C(F)(F)F)c1-c1ccc([N+](=O)[O-])cc1` gave ARNT TACC3 PPI -6.
`CCOC(=O)CSc1nnc(Cc2ccc(OC)cc2)n1-c1ccccc1` gave ARNT TACC3 PPI 3.
For Cc1cc(NC(=O)/C=C/c2ccccc2Cl)no1 the results were ARNT TACC3 PPI -2.
`CC(=O)OCC1OC(Nc2cccc(C)c2)C(OC(C)=O)C(OC(C)=O)C1OC(C)=O` (stereo not drawn) gave ARNT TACC3 PPI -8.
CC(C)n1c(SCC(=O)Nc2ccccc2N2CCCCC2)nc2c1c(=O)n(C)c(=O)n2C was read as ARNT TACC3 PPI -1.
`Cc1nc2c(C(=O)NCc3ccccc3)c[nH]n2c(=O)c1Cl` gave ARNT TACC3 PPI -6.
`S=c1[nH]cc(-c2ccccc2)n1-c1ccccc1Cl` gave ARNT TACC3 PPI -4.
Cc1cc(Br)c2nc3c(c(C(=O)O)c2c1)CCCCC3 was read as ARNT TACC3 PPI 22.
CS(=O)(=O)N1N=C(c2ccccc2)CC1c1ccc2c(c1)OCO2 (stereo not drawn) was read as ARNT TACC3 PPI 2.
CCc1nnc(NC(=O)CSc2nc3c(C)cccc3[nH]2)s1 was read as ARNT TACC3 PPI 8.

(continued)
`COc1ccc(C)cc1NC(=O)CN(C)S(=O)(=O)c1cc(C)ccc1OC` gave ARNT TACC3 PPI 1.
CC(=O)c1ccc(NC(=O)c2ccn(C(=O)OCC(C)C)n2)cc1 was read as ARNT TACC3 PPI 3.
For CC1CC(C)CN(CCCNC(=O)Cn2ncn3cccc3c2=O)C1 (stereo not drawn) the results were ARNT TACC3 PPI -3.
For O=C1OC(c2ccccc2)c2ccc3ccccc3c21 (stereo not drawn) the results were ARNT TACC3 PPI -21.
Screening CCNC(=O)c1ccccc1NC(=O)c1cccc(S(=O)(=O)N2CCOCC2)c1 returned ARNT TACC3 PPI -2.
Screening O=C1CC(C(=O)Nc2ccc(F)cc2)S/C(=N\N=C\c2ccco2)N1 (stereo not drawn) returned ARNT TACC3 PPI -1.
`COc1ccc(S(=O)(=O)Nc2c(C(=O)O)[nH]c3ccccc23)cc1OC` gave ARNT TACC3 PPI 3.
`C/C(CC(=O)NC(C)C)=N\NC(=O)COc1cc(C)c(Br)cc1Br` gave ARNT TACC3 PPI -28.
Nc1nnc(SCC(=O)OCc2ccc(F)cc2)s1 was read as ARNT TACC3 PPI 2.
CCN1CN(CCc2ccccc2)CNC1=S was read as ARNT TACC3 PPI 5.
